ABHD4 inh: ABHD4 inhibitors, primary screen, biochemical, fluorescence polarization, mouse; (Lyso)-N-acylphosphatidylethanolamine lipase (Mus musculus), Q8VD66; inhibition, % at 8.92 µM; purified mABHD4, FP-Rh probe fluorescence polarization; actives 0.54% (n = 370,000);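 active = inhibition exceeding the mean over every tested compound plus 3 SD, cut at about 30% in these data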;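 also: 0% = plate median of compound wells and 100% = S159A mutant with DMSO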
Target sequence (Q8VD66 whole entry, looked up): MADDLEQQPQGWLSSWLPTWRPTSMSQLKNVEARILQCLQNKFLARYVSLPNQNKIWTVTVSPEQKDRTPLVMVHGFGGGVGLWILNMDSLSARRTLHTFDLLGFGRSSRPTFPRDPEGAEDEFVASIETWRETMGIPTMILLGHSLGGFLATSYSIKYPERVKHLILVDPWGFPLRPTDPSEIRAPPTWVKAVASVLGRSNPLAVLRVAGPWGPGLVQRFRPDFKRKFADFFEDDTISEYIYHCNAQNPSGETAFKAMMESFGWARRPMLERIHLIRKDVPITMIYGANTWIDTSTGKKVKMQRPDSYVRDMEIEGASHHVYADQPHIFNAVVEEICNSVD
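assay system = mABHD4 protein | compound dosing = single nominal dose of 8.92 µM, 0.89% DMSO final | read-out basis = percent inhibition of probe binding, normalized to plate controls | schedule = Enzyme–compound pre-incubation 45 min, then probe 60 min, both 25 °C | detection = fluorescence polarization, excitation 525 nm, emission 598 nm, BODIPY TMR filters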
SIAE inh: human SIAE inhibitors, primary screen, biochemical, fluorescence polarization, FP-Rh probe, 1536-well HTS. Sialate O-acetylesterase (Homo sapiens), Q9HAT2. SIAE FP-Rh probe binding. inhibition, % at 9.66 µM. actives 0.69% (n = 370,000). AID 1053197, 2014;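 active = inhibition above a cutoff: mean of compounds within the control limits plus 3 SD of those, cut at about 17% in these data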;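 also: 0% = plate median of compound wells and 100% = probe without SIAE protein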
Target sequence (Q9HAT2 whole entry, looked up): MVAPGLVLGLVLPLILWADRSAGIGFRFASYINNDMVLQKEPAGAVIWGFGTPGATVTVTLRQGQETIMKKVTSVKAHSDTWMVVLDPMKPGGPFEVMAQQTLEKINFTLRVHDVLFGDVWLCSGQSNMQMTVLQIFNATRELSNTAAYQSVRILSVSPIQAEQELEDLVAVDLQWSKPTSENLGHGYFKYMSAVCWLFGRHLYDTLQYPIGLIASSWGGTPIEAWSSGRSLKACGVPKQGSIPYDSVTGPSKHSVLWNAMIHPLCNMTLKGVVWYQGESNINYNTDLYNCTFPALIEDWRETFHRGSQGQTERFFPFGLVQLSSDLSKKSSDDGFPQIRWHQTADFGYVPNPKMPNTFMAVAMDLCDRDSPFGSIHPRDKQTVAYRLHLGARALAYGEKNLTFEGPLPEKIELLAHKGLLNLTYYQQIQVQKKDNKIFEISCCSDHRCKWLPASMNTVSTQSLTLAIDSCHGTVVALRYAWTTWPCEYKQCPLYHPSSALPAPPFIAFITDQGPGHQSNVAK
LEDGF integ inh: blockers of LEDGF/p75-dependent integrase strand transfer – biochemical, TR-FRET, high throughput, primary screen; inhibition, % at 3.7 µM; TR-FRET IN-LEDGF/p75 DNA integration, Eu/Cy5; actives 0.64% (n = 370,000); AID 743269, 2014; HIV-1 integrase (with human LEDGF/p75);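 active = inhibition above the screen-wide mean plus 3 SD, cut at about 13% in these data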;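 also: signal is the Cy5 over europium emission ratio at 671 and 618 nm; 0% = plate median of compound wells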
PRMT1 inh: PRMT1 methyltransferase inhibitors, primary screen, biochemical, fluorescence polarization; actives 1.3% (n = 370,000); inhibition, % at 2.79 µM; recombinant PRMT1, activity-based probe fluorescence polarization;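 active = inhibition above about 21% made by adding two undisclosed values, limit read from the data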
TDP2 inh: human TDP2 enzyme inhibitors, primary screen, biochemical, epi absorbance, recombinant enzyme. Tyrosyl-DNA phosphodiesterase 2 (Homo sapiens), O95551. T5PNP hydrolysis, p-nitrophenol absorbance 415 nm. inhibition, % at 12.8 µM. actives 0.34% (n = 370,000). AID 720702, 2013;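 active = inhibition above the mean of all tested compounds plus 3 SD, set per campaign, cut at about 25% in these data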;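 also: 0% = DMSO with enzyme and 100% = buffer with substrate but no TDP2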
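Test system: human TDP2 enzyme; Input: 120 nM TDP2 per well; Buffer or medium: Mg2+-containing Tris-HCl buffer, pH 7.5; Reagent: 5 mM T5PNP; Dosing: 12.8 µM single point, 1% DMSO; Incubation: reaction 2 h, 37 °C; Detection: p-Nitrophenol epi absorbance; Read-out: % inhibition relative to enzyme-containing and enzyme-free wells; Replicates: single well per compound.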
TCR CD3 inh: inhibitors of human TCR-CD3 interaction, primary screen, biochemical, fluorescence, TAMRA-labeled TCR probe. inhibition, % at 9.4 µM. T-cell receptor (TCR). AID 651800, 2012. actives 0.37% (n = 360,000); in the data active = inhibition above about 19%;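 also: recombinant mutant TCR 2C K166C tagged with TAMRA read by polarization; 0% = receptor in buffer alone and 100% = receptor with positive control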
HTRA1 inh: HTRA1 serine protease inhibitors, primary screen, biochemical, fluorescence polarization, HTS; recombinant HTRA1, FP-rhodamine activity-based probe; actives 0.5% (n = 340,000); Q92743; inhibition, % at 5.96 µM; in the data active = inhibition above about 36%;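 also: 0% = enzyme with DMSO and 100% = wells lacking enzyme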
PG9 binder: binders of HIV-1 gp120 antibody PG9, primary screen, biochemical, TR-FRET | TR-FRET gp120-PG9 antibody binding | actives 0.43% (n = 360,000) | inhibition, % at 6.7 µM; in the data active = inhibition above about 8.5%
UHRF1 binding: UHRF1 methylated DNA binding inhibitors, primary screen, counter-screen for MBD2 inhibitor project, biochemical, TR-FRET, human UHRF1, single concentration | actives 0.75% (n = 370,000) | UHRF1 binding to methylated oligo | inhibition, % at 4.4 µM; in the data active = inhibition above about 21%;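 also: UHRF1 SRA domain binding a hemimethylated CpG hairpin DNA probe; 0% = median of test compound wells and 100% = reference inhibitor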
DDE Tn7 FP inh: inhibitors of Tn7 peptide binding to fibrin DD(E), primary screen, biochemical, fluorescence polarization, human fibrin, Tn7 probe | inhibition, % at 8.3 µM | actives 0.13% (n = 370,000) | FP displacement of FITC-Tn7 peptide from fibrin DD(E); 0% = median of compound wells per plate | Fibrinogen beta chain (Homo sapiens), P02675;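 active = inhibition above the mean of compounds falling within the control limits plus 3 SD of them, cut at about 14% in these data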;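 also: 0% = plate median of compound wells and 100% = 10 µM Aha-Tn7 peptide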
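Test system – human fibrin DD(E) · Times – 10 min preincubation, 3 h with tracer, room temperature · Detection – fluorescence polarization of the labelled Tn7 tracer · Measure – percent inhibition normalized to high-control wells · Benchmarks – high control wells with 10 µM unlabelled Aha-Tn7 peptide (full inhibition) · Repeats – singlicate testing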
The depositor's hits bear a star; . = no result given.

SMILES	ABHD4 inh	SIAE inh	LEDGF integ inh	PRMT1 inh	TDP2 inh	TCR CD3 inh	HTRA1 inh	PG9 binder	UHRF1 binding	DDE Tn7 FP inh
Cc1ccc2nc(C3CCN(S(=O)(=O)c4ccc5ccccc5c4)CC3)[nH]c2c1	-26	-33	3	4	-2	-4	-70	0.3	4	-9
COc1ccc(C(=O)NCCN2CCN(C(=O)c3ccc(OC)cc3)CC2)cc1	-2	-7	3	3	-5	2	-4	-0.3	2	11
COc1ccc(N(CC(=O)Nc2ccc3c(c2)OCO3)S(=O)(=O)c2ccccc2)cc1	-2	6	2	-2	-4	-3	2	-0.4	-2	3
CCOc1ccc(OCCCC(=O)Nc2cc(Cl)ccc2-n2cncn2)cc1	-1	4	1	-5	3	2	-1	-0.2	2	0
COc1ccc(C(=O)CSc2nnc(CN3CCCCC3)n2-c2ccc(F)cc2)cc1OC	-9	-6	1	-1	1	4	-2	-2.1	4	-7
CC(C)CNC(=O)c1cccc(NC(=O)COc2cccc([N+](=O)[O-])c2)c1	-2	4	-1	2	13	5	-7	-2.4	0	-6
N#CC(=Cc1ccnc2ccccc12)c1ccccc1	-3	-6	-1	-1	-11	5	-11	-3.2	0	-5
CCCc1[nH]c2ccc(C#N)cc2c1CCC	-3	-3	2	-1	-5	0	-43	-0.9	4	-11
O=C(NC1CC1)C1=C[C@H](c2ccc3c(c2)OCO3)C[C@H](OCc2ccc(CO)cc2)O1	5	-1	1	-1	-6	2	-2	-1.2	-8	-5
O=C(c1ccc(OC2CCN(CCc3ccccc3)CC2)cc1)N1CCC(CO)CC1	-9	-4	-2	8	-13	-5	9	0.0	8	0
Cc1cc([N+](=O)[O-])nn1CCCC(=O)Nc1cc(Oc2ccccc2)cc([N+](=O)[O-])c1	3	1	2	-1	-4	0	2	-1.2	3	-6
Cc1ccccc1OCCCCn1c(CO)nc2ccccc21	-4	-5	-3	0	-3	5	-9	0.2	-2	1

Ordered by number of heavy atoms (smallest number first): five of the compounds above.
SMILES	ABHD4 inh	SIAE inh	LEDGF integ inh	PRMT1 inh	TDP2 inh	TCR CD3 inh	HTRA1 inh	PG9 binder	UHRF1 binding	DDE Tn7 FP inh
Cc1ccccc1OCCCCn1c(CO)nc2ccccc21	-4	-5	-3	0	-3	5	-9	0.2	-2	1
CC(C)CNC(=O)c1cccc(NC(=O)COc2cccc([N+](=O)[O-])c2)c1	-2	4	-1	2	13	5	-7	-2.4	0	-6
COc1ccc(C(=O)NCCN2CCN(C(=O)c3ccc(OC)cc3)CC2)cc1	-2	-7	3	3	-5	2	-4	-0.3	2	11
Cc1cc([N+](=O)[O-])nn1CCCC(=O)Nc1cc(Oc2ccccc2)cc([N+](=O)[O-])c1	3	1	2	-1	-4	0	2	-1.2	3	-6
COc1ccc(C(=O)CSc2nnc(CN3CCCCC3)n2-c2ccc(F)cc2)cc1OC	-9	-6	1	-1	1	4	-2	-2.1	4	-7

Next part:
SMILES	ABHD4 inh	SIAE inh	LEDGF integ inh	PRMT1 inh	TDP2 inh	TCR CD3 inh	HTRA1 inh	PG9 binder	UHRF1 binding	DDE Tn7 FP inh
COc1ccc2cc(OC)c(C(=O)N3CCOCC3)cc2c1	1	-1	-4	0	-2	-5	3	-0.2	2	0
Cc1cc(F)ccc1S(=O)(=O)N(CC(=O)N1CCOCC1)CC(=O)N1CCOCC1	-2	-4	-3	1	6	1	-1	0.1	-2	4
CCN(CC)CCNC(=O)c1ccc(NC(=O)/C=C/c2cc(OC)c(OC)c(OC)c2)cc1	-9	1	0	-2	3	-6	1	-1.2	-13	-1
CCCCN(C)C(=O)c1cc2c(Cl)nc3ccccc3c2s1	-6	-6	4	-3	-2	-3	-20	-1.6	3	2
CN1C(=O)[C@H]2[C@@H](c3ccc(C(F)(F)F)cc3)N[C@]3(CCCN(CC4CCCCC4)C3=O)[C@H]2C1=O	2	7	3	-2	1	0	5	-0.5	-2	1
Cc1ccc(S(C)(=O)=O)cc1C(=O)OCC(=O)N(Cc1ccccc1)Cc1ccccc1	-13	1	7	-4	-1	1	-14	0.0	0	4
CSCC[C@H](NC(=O)Cc1c(C)c2cc3c4c(oc3cc2oc1=O)CCCC4)C(=O)O	-1	-4	-1	3	1	1	-6	0.3	1	4
NS(=O)(=O)c1ccc(NC(=O)CCCCC(=O)Nc2ccc(S(N)(=O)=O)cc2)cc1	4	-17	0	-1	-15	-2	-3	-0.6	3	-5
Cc1nnc(SCC(=O)Nc2nsc(-c3ccc(Cl)cc3)n2)s1	-5	-4	-2	1	-3	-3	4	1.9	-1	-2
Cc1ccc2nc(-c3ccncc3)cc(C(=O)NCc3ccccc3F)c2c1	4	-3	-5	-2	6	-1	-12	-1.7	-1	-3
CC(O)CNc1cnccn1 (centres undefined)	0	1	-4	1	-7	-4	-3	0.1	2	-5
Cc1ccc(S(=O)(=O)NCCC(=O)NC2CCCCCC2)cc1	4	2	2	-1	6	1	0	-0.8	1	-10
COc1ccc(NC(=O)CSc2nnc3ccc(-c4cccnc4)nn23)c(OC)c1	5	6	2	-3	-5	9	4	1.2	-2	-2
CCOn1c(=O)c(C)[n+]([O-])c2ccccc21	3	15	-1	1	9	4	5	0.7	-5	1
CC(CCN1CCC(C(O)(c2ccccc2)c2ccccc2)CC1)Oc1cc(F)cc(C#N)c1 (centres undefined)	5	-3	9	-5	-22	.	.	.	2	2
O=C(NC(C(=O)O)c1ccccc1)c1ccc(S(=O)(=O)N2CCOCC2)cc1 (centres undefined)	3	-1	8	0	-18	2	4	-1.0	1	-11
OC(c1ccccc1)c1nc2ccccc2[nH]1 (centres undefined)	0	7	7	-5	11	2	3	-0.7	-3	-1
COc1ccccc1Nc1nc(N)nc(CN2CCN(Cc3ccc4c(c3)OCO4)CC2)n1	6	2	-4	-2	0	3	-3	-1.6	-2	4
O=C(CCC(=O)N1CCOCC1)c1ccc(F)cc1	-2	6	-4	1	-13	-4	4	0.0	1	4
CCc1c(C)nc2c(OC)cccc2c1SCCC(=O)O	3	-5	2	-1	4	9	8	-0.4	-1	-1
C/C(=N\NC(=O)Nc1ccccc1)c1ccc2ccccc2c1	7	-2	2	2	1	-2	-2	-1.6	-1	6
CC(CC(=O)Nc1ccc2c(c1)c(=O)n(C)n2Cc1ccc(Cl)cc1)C(F)(F)F (centres undefined)	11	3	1	0	9	6	.	-1.1	0	-6
CC(=O)Oc1cccc(N2C(=O)C3C4C=CC(CC4)C3C2=O)c1 (centres undefined)	0	-1	3	-9	-5	2	7	-0.3	0	-1
N#Cc1ccc(C(c2nnnn2Cc2ccccc2)N2CCCC2)cc1 (centres undefined)	4	3	-3	1	7	4	3	0.9	3	4
COc1cccc(OC)c1C(=O)N1CCN(Cc2ccc3c(c2)OCO3)CC1	6	-1	-7	3	2	1	7	-1.7	3	-5
CCC1S/C(=N/N=C/c2ccco2)N(Cc2ccc(F)cc2)C1=O (centres undefined)	-4	-5	-8	3	-1	-3	.	-3.0	0	0
O=C(COc1cc(Cl)c(Cl)cc1Cl)Nc1ccncc1	-15	-15	-2	3	-5	-11	-3	2.2	3	-1
CC(C)CCN(C)c1ccc(/C=N/n2cnnc2)cc1	-5	1	2	3	5	4	4	0.8	-1	1
Cc1cccc(N(CC(=O)NCc2ccc3c(c2)OCO3)C(=O)CCC(=O)Nc2ccccn2)c1	40*	3	3	-1	-2	3	3	0.9	1	11
O=C(Nc1ccc2c(c1)OCO2)c1ccc(CN2CCOCC2)cc1	3	11	2	-2	7	0	11	0.2	-3	-3
O=C(NCc1ccccc1)C(c1ccco1)N(C(=O)c1csnn1)C1CC1 (centres undefined)	1	2	1	0	0	12	1	-0.4	-3	-8
CCOc1cc(/C=N/NC(=O)CN2CCCCC2)ccc1O	-5	3	2	-5	-12	-7	-6	-1.6	-1	-3
CCCCn1nnnc1C(CCc1ccccc1)N1CCN(C/C=C/c2ccccc2)CC1 (centres undefined)	-4	3	-10	7	-13	0	.	-0.3	19	4
COc1ccc(NS(=O)(=O)c2cccc(C(=O)O)c2)cc1S(=O)(=O)N1CCOCC1	0	0	-3	5	1	-4	-3	0.0	8	-1
O=C(N/N=C/c1cc([N+](=O)[O-])ccc1O)C1CCCCC1	2	2	-2	2	-2	-1	10	-2.9	-2	-2
COc1ccc(OC)c(CCNC(=O)c2ccc(CS(=O)(=O)c3ccc(Br)cc3)o2)c1	1	3	0	0	6	-1	1	-0.1	0	6
CCO[C@H]1OC(C(=O)N2CCCCCCC2)=C[C@@H](C)[C@@H]1CCCO	-4	0	-1	-2	6	8	-5	-1.3	-2	0
CC1CC(C)(C)CC2(C1)NC(=O)N(CC(=O)OCC(=O)Nc1cc(S(=O)(=O)N3CCCCC3)ccc1Cl)C2=O (centres undefined)	-1	-2	0	-1	0	-3	4	-1.4	-1	4
Cc1cc(-n2c(C)cc(C(=O)CSc3nncn3C)c2C)no1	4	0	1	1	5	-6	6	0.4	1	3
O=C1CC(Sc2nnc(-c3ccccc3)o2)C(=O)N1c1ccccc1 (centres undefined)	7	6	1	68*	7	2	3	1.6	-2	3
O=C(NCC1COc2ccccc2O1)c1ccc(Br)s1 (centres undefined)	-8	5	0	-2	9	2	-10	-0.9	1	2
CC1CCN(C(=O)CSC2=NS(=O)(=O)c3cc(F)ccc3N2)CC1	-3	-1	4	0	17	1	-3	0.1	-3	-4
S=C(NCc1ccccc1)NNc1ccccc1	2	1	6	5	-8	1	3	-3.5	-1	-8
OC1(c2cccc(C(F)(F)F)c2)CCN(Cc2nnnn2Cc2ccccc2)CC1	-5	-5	-2	4	-9	-6	-5	1.0	7	1
COCCCN1C(=O)C(=O)/C(=C(/O)c2ccc(S(=O)(=O)N3CCOCC3)cc2)C1c1ccc(F)cc1 (centres undefined)	0	12	0	-4	-7	-7	0	0.8	-5	2
N#CCCN(C1CCCCC1)S(=O)(=O)c1cccc2nsnc12	6	-6	0	0	4	5	-4	-0.6	-1	-6
